Bioassay records deposited in PubChem BioAssay by Broad Institute.
LGR2 inh: blocks bursicon-induced cAMP signaling via Drosophila LGR2; HEK293 LGR2, CRE-luciferase, bursicon-stimulated, 4 h; inhibition, % at 9.99 µM; 0.35% of 380,000 active; AID 720647;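 active = drop in luminescence signal, shown as inhibition above about 50% in the replicate tests, limit read from the data, passing the limit was not always enough; inconclusive = probably only some replicates passing the limit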;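 note: agonist challenge used bursicon conditioned medium at about half maximal strength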
CASP6 VEID inh: blocks human caspase-6 cleavage activity. purified caspase-6, Z-VEID-R110 cleavage fluorescence. inhibition, % at 12.5 µM. 0.53% of 350,000 active;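 active = mean inhibition across replicates at least about 35%, with every replicate also reaching that limit, limit read from the data; inconclusive = only one of the two criteria met; inactive = neither criterion met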;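 note: 0% = median of neutral control wells and 100% = no fluorescence left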
Target sequence (P55212 24-179 limits assumed): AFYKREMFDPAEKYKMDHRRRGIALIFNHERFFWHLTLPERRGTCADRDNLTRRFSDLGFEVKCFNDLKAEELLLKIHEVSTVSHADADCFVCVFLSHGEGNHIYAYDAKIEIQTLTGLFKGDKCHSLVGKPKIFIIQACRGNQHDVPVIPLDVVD
Target sequence (P55212 194-293 limits assumed): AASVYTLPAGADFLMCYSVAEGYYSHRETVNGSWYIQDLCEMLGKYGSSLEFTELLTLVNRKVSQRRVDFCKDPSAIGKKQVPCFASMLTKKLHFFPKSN
EWS-Fli inh: EWS/Fli transcriptional activity inhibition; A673 NR0B1-luciferase reporter, viability-normalised; inhibition, % at 12.6 µM; 0.67% of 350,000 active; AID 651661;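 active = mean inhibition of at least 50% after viability correction, with every replicate also passing that limit; inconclusive = mean reaches 50% but only one of two replicates passes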;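 note: firefly luciferase signal divided by Alamar Blue viability fluorescence both relative to DMSO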
ARNT TACC3 PPI: ARNT/TACC3 interaction disruption | Q9Y6A5 | AlphaScreen His-ARNT PAS-B/GST-TACC3 binding, luminescence; TACC3 fragment carries E629A point mutation | inhibition, % at 9.99 µM | 0.66% of 390,000 active | AID 623870;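 active = mean inhibition of replicates at least 50% and at least half of replicates each reaching 50%; inconclusive = half or more replicates reach 50% but mean below 50%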;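 note: 0% = complete ARNT plus TACC3 wells and 100% = ARNT alone without TACC3; many hits fall short of the cut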
SIRT5 inh: sirtuin-5 (human) deacylase inhibition. Q9NXA8. Purified SirT5, succinyl-peptide AMC, trypsin-coupled fluorescence. inhibition, % at 15 µM. 1.1% of 330,000 active. AID 652115; in the data active = inhibition above about 15%; inconclusive = no clear call, values can overlap the other calls
Target sequence (Q9NXA8 whole entry, looked up): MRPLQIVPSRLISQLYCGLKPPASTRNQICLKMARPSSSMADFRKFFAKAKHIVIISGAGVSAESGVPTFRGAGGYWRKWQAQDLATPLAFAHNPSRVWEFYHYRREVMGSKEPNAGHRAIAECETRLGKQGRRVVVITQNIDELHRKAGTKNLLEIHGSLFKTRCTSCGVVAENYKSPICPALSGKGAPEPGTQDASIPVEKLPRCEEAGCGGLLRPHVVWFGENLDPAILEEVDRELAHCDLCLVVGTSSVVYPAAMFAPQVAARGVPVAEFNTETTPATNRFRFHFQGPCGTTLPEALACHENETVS
PAX8 reporter: inhibitors of PAX8 transcriptional activity in RMG-I cells; RMG-I TPO-luciferase reporter, SteadyGlo, 24 h; inhibition, % at 12.6 µM; 1.2% of 360,000 active; AID 652154;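 active = mean replicate inhibition at least 60% with every replicate also reaching 60%; inconclusive = only one of the two criteria is met; inactive = mean below 60% and not all replicates reaching 60%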;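 note: luciferase light reporting Pax8 driven TPO promoter activity; plate controls were median of neutral control wells for no effect and mitoxantrone controls for full effect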
DENV2 CPE: DENV2-induced cell death inhibition. DENV2-infected cells, cytopathic effect rescue, plate reader. CPE inhibition, % at 9.99 µM. 1.7% of 350,000 active. AID 651640; in the data active = CPE inhibition above about 20%, passing the limit was not always enough; inconclusive = no clear call, values can overlap the other calls; tested in BHK-21 cells;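 note: 0% = median of neutral control wells and 100% = median of positive control wells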
The depositor's hits bear a star; ? = inconclusive; / = not tested or not shown.

Compound,LGR2 inh,EWS-Fli inh,PAX8 reporter,ARNT TACC3 PPI,CASP6 VEID inh,DENV2 CPE,SIRT5 inh
CC(NC(=O)c1ccccc1Cl)C(=O)O (stereo not given),-6,/,/,-5,-1,/,/
O=C1CCCC(O)=C1C=NCc1ccccc1,-5,7,-13,-6,2,3,2
Cc1ccccc1-c1ccc([C@@H]2[C@@H](CO)N3CCCCN(S(=O)(=O)c4ccc(F)cc4)C[C@@H]23)cc1,-8,2,-5,5,/,/,-2
O=C(NC1Cc2ccccc2C1)[C@@H]1[C@@H](CO)[C@@H]2Cn3c(cccc3=O)[C@@H]2N1C(=O)c1ccccn1,7,-4,3,1,2,-3,2
CCc1ccccc1NC(=O)CN1CCN(C(=O)CNC(=O)c2ccc(-c3ccccc3)cc2)CC1,3,-16,35,-1,-1,13,-3
CCCc1nnc(SCC(=O)Nc2cc(C)on2)n1CCOC,-3,6,-12,-4,-5,8,-2
CCC(=O)Nc1ccc(NC(=S)NC(=O)c2cc3ccccc3o2)cc1,8,3,-31,-5,-1,4,-1
Cc1ccc2c(cnn2C(=O)CCCC(=O)NC(C)c2ccccc2)c1 (stereo not given),-4,-6,-90,-6,0,7,0
COC1=CC(=O)C[C@@H](C)[C@]12Oc1c(Cl)c(OC)cc(OC)c1C2=O,13,9,28,-3,9,4,-2
COc1ccc2c3c(n(C)c2c1)[C@H](CO)N(S(C)(=O)=O)CC31CCN(C(=O)CN(C)C)CC1,-9,-4,/,/,/,?,/
COc1ccccc1CNS(=O)(=O)c1ccc2c(c1)N(C(C)=O)CCO2,13,-3,14,-2,0,1,1
C[C@@H]1CN([C@@H](C)CO)S(=O)(=O)c2ccc(C#Cc3ccc(F)cc3)cc2O[C@@H]1CN(C)S(=O)(=O)c1cn(C)cn1,8,-3,0,3,4,4,-5
COc1ccc(NC(=O)Nc2ccc3c(c2)C(=O)N([C@H](C)CO)C[C@H](C)[C@@H](CN(C)Cc2ccc(Cl)c(Cl)c2)O3)cc1,18,3,/,12,1,-3,-5
N#C[C@H]1[C@@H](c2ccccc2)[C@@H](CO)N1S(=O)(=O)c1cccc(F)c1,17,10,-21,-8,1,-5,3
COCCNC(=O)Cn1cc(C(=S)N2CCCCC2)c2ccccc21,-7,-5,-19,0,2,/,4
Cc1cc(NC(=O)CSc2nc(=O)cc(N)n2-c2ccc(Cl)cc2)no1,2,2,4,0,2,-1,-1
CCc1nc2c(OCCn3cccc3)cccn2c1N(C)C(=O)CC(C)C,2,-3,7,/,0,-3,-2
CN1[C@H](C(=O)NC2Cc3ccccc3C2)[C@@H](CO)[C@@H]2Cn3c(ccc(-c4ccccc4)c3=O)[C@@H]21,-14,8,8,-3,3,-4,3
CO[C@@H]1CN(C)C(=O)c2cc(NC(=O)NC3CCCCC3)ccc2OC[C@@H](C)N(CC2CC2)C[C@@H]1C,-2,2,/,1,-5,/,3
CCCC(=O)N1CC2(CCN(S(C)(=O)=O)CC2)c2c([nH]c3cc(OC)ccc23)[C@H]1CO,-6,-2,/,/,/,1,/
CC1CCCC(C)N1CCCNC(=O)c1cc2c(=O)n(C)c3ccccc3c2n1C (stereo not given),-2,5,-39,/,-34,19,/
COc1ccc(C(CC(=O)c2ccccc2)S(=O)(=O)c2ccccc2)cc1 (stereo not given),-27,/,-67,-3,/,/,/
CC(C)(C)CCN1CCC(CN2CCNC2=S)CC1,-9,-4,-9,/,-11,/,-1
COCC(=O)N(C)C[C@H]1Oc2ncc(Br)cc2C(=O)N([C@@H](C)CO)C[C@@H]1C,2,2,-23,4,/,4,10
O=C(/C=C/c1ccc(-c2ccccc2[N+](=O)[O-])o1)c1ccco1,-17,2,-22,11,7,/,5
Cc1cc(C)c(C(=O)NC2CC(C)(C)Cc3c2cnn3-c2cccc(F)c2)[nH]1 (stereo not given),16,9,22,8,-5,0,9
CN1CCN(C(=O)C[C@H]2CC[C@H]3[C@@H](COC[C@@H](O)CN3S(=O)(=O)c3cccc(F)c3)O2)CC1,14,-1,-34,-6,-1,-6,11
COc1ccc(CCNC(=O)CCc2cc(OC)c(OC)c(OC)c2)cc1OC,-11,12,35,-3,0,-5,0
Cc1cccc(-n2c(SCC(=O)N3CCC(C(=O)O)CC3)nc3ccccc3c2=O)c1C,-1,-5,-6,-4,0,2,-2
Cc1nc2ccc(NC(=O)NC(=O)c3c(Cl)cccc3Cl)cc2o1,-22,-49,-6,-4,-2,-3,/
CC(C)(C)c1ccc(OCCC(=O)NNC(=O)c2ccccc2)cc1,-9,-11,-16,9,2,-1,0
CCC1Cc2[nH]c(=S)[nH]c(=O)c2C(c2ccc(F)cc2)O1 (stereo not given),-3,-3,-7,/,4,-1,-2
O=C(Nc1cccnc1)c1ccc(N2CCCC2)c([N+](=O)[O-])c1,-27,-61,-105,-5,0,-3,-1
O=C(NC1CCCC1)N1CCCCN2[C@@H](CO)[C@H](c3ccc(-c4cccnc4)cc3)[C@@H]2C1,3,13,-4,-7,0,5,-4
CNC[C@@H]1OCCCC[C@@H](C)Oc2ccc(NS(=O)(=O)c3ccccc3)cc2C(=O)N([C@@H](C)CO)C[C@H]1C,-8,2,-3,4,-1,-7,-1
CC[C@]12c3[nH]c4ccc(OC)cc4c3CCN1C(=O)C(CC(=O)NCCc1ccccn1)C[C@@H]2C(=O)N1CCN(C(=O)c2ccco2)CC1 (stereo not given in full),-32,-19,-18,2,-21,-5,/
CCn1cc(-c2ccnc3cc(C(=O)O)nn23)c(C)n1,7,-2,4,-3,1,-7,-14
Cc1noc(C)c1NC(=O)Nc1ccc2c(c1)C(=O)N([C@H](C)CO)C[C@@H](C)[C@@H](CN(C)C(=O)Nc1cccc3ccccc13)O2,11,7,/,0,3,9,-2
C=CCN(CC=C)C(=O)Cn1cnc([N+](=O)[O-])n1,-8,/,5,-7,/,/,/
O=C(Nc1ccccc1C(=O)NCc1cccnc1)c1ccc(Cl)cc1Cl,6,3,-2,1,0,-4,-7
CC(/C=N/NC(=O)CSc1n[nH]c(=O)[nH]c1=O)=C\c1ccccc1,3,-6,-3,25,1,1,-9
O=C(CCCC(=O)N1CCN(c2cccc(Cl)c2)CC1)c1ccccc1,-19,-6,-10,/,-3,-1,/
COc1ccc(OC)c(NC(=O)CSc2nncc(=O)n2N)c1,14,-8,/,2,-1,-5,-1
COC(=O)C[C@H]1CC[C@@H]2[C@H](COC[C@H](O)CN2CCC(F)(F)F)O1,11,-3,-18,-3,/,?,/
Cc1ccc(/C=N/n2c(-c3cccnc3)n[nH]c2=S)o1,8,0,1,2,-3,-3,0
CO[C@@H]1CN(C)C(=O)c2ccc(NC(=O)c3nc4ccccc4s3)cc2OC[C@@H](C)NC[C@H]1C,-5,-20,/,3,/,0,-1
COc1cc(C(=O)N2CCN(S(=O)(=O)c3cccs3)CC2)cc(OC)c1C,12,10,17,-2,4,/,-1
CC=Cc1ccc2n(c1=O)C[C@@H]1[C@@H](CO)[C@H](C(=O)NCCC)N(Cc3ccccn3)[C@H]21 (mixture of isomers),-2,2,4,20,-3,3,-3
CCN(CC)S(=O)(=O)c1ccc(N/N=C/c2ccc(OC)c(OC)c2OC)nc1,-7,-1,-9,0,-1,-6,-4
O=C(NCCCCO)c1c(-c2ccccc2)oc2c1C(OCCCCCO)CCC2 (stereo not given),-40,-10,1,/,-2,?,-4

Next section:
Compound,LGR2 inh,EWS-Fli inh,PAX8 reporter,ARNT TACC3 PPI,CASP6 VEID inh,DENV2 CPE,SIRT5 inh
Cc1cc(C)nc(N/N=C/c2cc(Br)ccc2O)n1,-55,-43,11,3,-1,-4,3
O=C(CSc1nnc(NC(=O)c2ccc(F)cc2)s1)NCc1ccco1,4,-33,/,-1,4,-4,9
O=C(O)c1ccc(C2SCC(=O)N2Cc2ccco2)cc1 (stereo not given),4,-8,-13,-5,1,12,-3
C[C@H]1CN([C@@H](C)CO)C(=O)c2cc(NC(=O)Nc3ccc4c(c3)OCO4)ccc2O[C@H]1CN(C)C(=O)Nc1ccc(F)cc1,2,-5,-1,10,/,?,/
COc1ccccc1C(=O)Nc1ccc(C2=NNC(=O)CC2C)cc1 (stereo not given),-25,-2,-10,0,/,/,/
COc1cccc(CNC(=O)Cc2ccc(-n3c(=O)[nH]c4ccccc4c3=O)cc2)c1,-15,32,27,0,-2,?,/
Cc1cc2nc(-c3ccccc3)c(Cc3ccsc3)n2c(C)c1Br,-10,0,18,/,-2,16,-3
COc1cc(OC)cc(C(=O)NCC(=O)OCC(=O)NC2CCCc3ccccc32)c1 (stereo not given),-5,8,-10,-11,-1,-4,-2
C[C@@H]1CN(S(=O)C(C)(C)C)[C@H](CCO)/C1=C\CCO (stereo not given in full),19,-4,2,-6,-3,3,-6
Cc1ccc(NC(=O)C2(c3cccs3)CCOCC2)cc1C,-7,-1,8,-3,0,26*,2
CC(C)c1ccc(NC(=O)CCNC(=O)Cn2ccc3ccccc3c2=O)cc1,-17,2,-2,5,-2,5,-5
CCCOC(=O)CCCN1C(=O)/C(=C2\SC(=S)N(CCCC(=O)OCCC)C2=O)SC1=S,/,21,9,-8,-3,9,2
CN(C)Cc1c(C(=O)N/N=C/c2cccc(OCc3ccccc3)c2)nnn1-c1nonc1N,-15,/,-8,5,5,-2,9
C[C@H](CO)N1C[C@H](C)[C@@H](CN(C)C(=O)Nc2ccc(C(F)(F)F)cc2)OCCCC[C@H](C)Oc2ccc(N(C)C)cc2C1=O,37,2,51,/,/,/,/
COc1ccc(/C=C/C(=O)c2ccc(O)cc2)cc1,/,-91,/,/,5,13,/
CCCC(CCC(=O)Nc1cc([N+](=O)[O-])ccc1O)C(=O)O (stereo not given),5,-4,17,6,20,0,4
CC(C)(C)N1C(=O)c2ccc(C(=O)Nc3ccc(O)cc3)cc2C1=O,-41,6,-49,1,3,54*,4
Cc1cc(NC(=O)CSc2nc3c(c(=O)n2C)SCC3)no1,-2,-11,/,-8,0,10,1
CC(=O)N1c2ccc(S(=O)(=O)N3CCCC(C(=O)Nc4ccc(C)cc4)C3)cc2CC1C (stereo not given),-7,23,16,/,2,/,-2
CC=Cc1ccc2n(c1=O)C[C@@H]1[C@@H](CO)[C@H](C(=O)OC)N(Cc3ccccc3)[C@H]21 (mixture of isomers),-15,2,5,-2,0,0,-4
CC(C)CN1C2CCCC1CC(NC(=S)NCc1ccco1)C2 (stereo not given),12,-1,2,0,-33,-8,-1
CC(C)(O)C#Cc1ccc([C@@H]2[C@@H](CO)N3CCCCN(S(C)(=O)=O)C[C@@H]23)cc1,-27,-10,-11,-8,/,/,/
S=C(NCc1ccncc1)Nc1ccc(Cl)c(Cl)c1,-21,/,-2,-8,/,/,/
CC1(C)CC(=O)c2cc3c(nc2C1)CC(C)(C)CC3=O,0,/,-2,8,/,/,/
COc1ccc(CNC(=O)CCC(=O)c2ccccc2)cc1,-3,1,-3,4,4,-6,-1
CCCCn1c(=O)[nH]c2ccccc21,7,-10,-6,-1,-1,?,-1
Cc1cc(=O)oc2ccc(OC(=O)c3cccc(S(=O)(=O)N4CCOCC4)c3)cc12,17,/,/,-24,3,/,-2
C[C@H](NC(=O)c1nc[nH]c1C(=O)NCCCCCNC(=O)OC(C)(C)C)C(=O)OCc1ccccc1,0,-4,-1,-3,4,3,/
CC(=O)OC[C@H]1O[C@@H](Oc2cc(O)cc3oc(-c4ccc(O)cc4)cc(=O)c23)[C@H](O[C@@H]2O[C@@H](C)[C@H](O)[C@@H](O)[C@H]2O)[C@@H](O)[C@@H]1O,10,12,-5,-7,0,/,/

This is a random part of the collection; about 4.9% have a hit in one of these screens.
